Compound activity (PubChem BioAssay)
DRD3 agonist = activates the human D3 dopamine receptor; AID 652048; hit rate 0.58% among 410,000; max activation, %; D3R DiscoveRx beta-arrestin cells, luminescence, 90 min; in the data active means max activation above about 30%; further: 0% is about no effect; mostly tested at two doses, the higher about 12 µM
Target sequence (P35462 whole entry, looked up): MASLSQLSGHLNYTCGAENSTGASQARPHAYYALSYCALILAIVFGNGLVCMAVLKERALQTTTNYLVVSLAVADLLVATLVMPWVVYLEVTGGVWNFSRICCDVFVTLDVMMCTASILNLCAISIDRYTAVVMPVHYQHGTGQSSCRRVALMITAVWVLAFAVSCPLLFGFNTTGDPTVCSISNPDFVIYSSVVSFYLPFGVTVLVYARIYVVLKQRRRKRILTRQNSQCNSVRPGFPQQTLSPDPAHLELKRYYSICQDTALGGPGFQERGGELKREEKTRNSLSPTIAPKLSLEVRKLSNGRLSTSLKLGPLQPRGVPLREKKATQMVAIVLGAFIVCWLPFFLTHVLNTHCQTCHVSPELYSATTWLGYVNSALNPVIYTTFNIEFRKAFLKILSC
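Cells at 1500/well, incubated overnight, then treated with pinned compounds (dopamine as control) for 90 min at 37 degrees C. DiscoveRx reagent added for 30 - 60 minutes at room temperature; luminescence read.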
PTHR1 ag = agonists of human PTHR1 parathyroid hormone receptor; hit rate 0.075% among 410,000; HEK293 GP2 PTHR1 cells, GloSensor cAMP luminescence, 1 h; Q03431; Potency, µM (titrated, usually from 115 µM), for inactives: at the top dose activation, hits mostly activators; AID 743266; further: potency means the concentration at half of the fitted maximal effect; nearly all actives have a fitted effect of over 55% in size; some results filed as inactive show a strong effect at the top dose; inactives centre near -15; many of its hits are not listed in these tables
Target sequence (Q03431 whole entry, looked up): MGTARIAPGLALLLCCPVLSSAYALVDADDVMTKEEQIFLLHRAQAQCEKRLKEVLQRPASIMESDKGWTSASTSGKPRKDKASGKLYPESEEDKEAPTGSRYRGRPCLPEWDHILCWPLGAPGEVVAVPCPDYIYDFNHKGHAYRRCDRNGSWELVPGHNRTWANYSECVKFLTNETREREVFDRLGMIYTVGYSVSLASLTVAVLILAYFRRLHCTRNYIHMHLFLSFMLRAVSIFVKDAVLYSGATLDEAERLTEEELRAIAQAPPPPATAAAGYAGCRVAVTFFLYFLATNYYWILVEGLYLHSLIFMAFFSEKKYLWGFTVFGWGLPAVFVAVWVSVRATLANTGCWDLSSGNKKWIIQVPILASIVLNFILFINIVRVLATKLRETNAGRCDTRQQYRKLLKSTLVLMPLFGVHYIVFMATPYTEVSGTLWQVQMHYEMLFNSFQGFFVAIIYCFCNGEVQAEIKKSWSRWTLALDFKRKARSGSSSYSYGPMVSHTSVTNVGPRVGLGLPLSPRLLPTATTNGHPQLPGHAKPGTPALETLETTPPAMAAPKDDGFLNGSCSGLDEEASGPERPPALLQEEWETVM
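HEK-293-derived GP2 cells expressing PTHR1 and a GloSensor cAMP reporter, 3,000/well, plated overnight, given luciferin plus IBMX (each 0.5 mM as added) for 1 h at 37 °C, then compound for 1 h at 37 °C. Luminescence was read after 15 min at room temperature.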
MmCpn inh = blocks the Methanococcus maripaludis chaperonin Mm-Cpn | purified Mm-Cpn ATPase, ADP Transcreener TR-FRET | hit rate 0.031% among 330,000 | Potency, µM (highest dose often 76.9 µM), for inactives: at the highest dose activity, negative = inhibition, hits mostly inhibitors | AID 504842; further: potency means the concentration at half of the fitted maximal effect; on the % scale 0 is the no-effect control and ±100 the full control effect; nearly all actives have a fitted effect of over 80% in size
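Inhibition of chaperonin ATP hydrolysis is measured as reduced ADP production, detected by competitive TR-FRET in which signal falls with ADP. Final enzyme 25 nM and ATP 10 uM, reacted 30 min at 37°C.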
EPAC2 antag = blocks human EPAC2 exchange factor | EPAC2 GEF exchange of Rap1B-BODIPY-GDP, fluorescence | AID 720708 | hit rate 0.18% among 360,000 | Potency, µM (doses to about 114 µM), for inactives: at the highest dose activity, negative = inhibition, hits mostly inhibitors | Q8WZA2; further: potency means the concentration at half of the fitted maximal effect; on the % scale 0 is the no-effect control and ±100 the full control effect; nearly all actives have a fitted effect of over 45% in size; many of its hits are not listed in these tables
pAkt inh = blocks phosphorylation of Akt. hit rate 0.32% among 360,000. activity change, % for hits at 50 µM. Neuro2A IGF-stimulated pAkt S473 HTRF, 20 min; active compounds read low; in the data active means activity change below about -80%; inconclusive means mostly about -51% to -80%; further: on the % scale 0 is the no-effect control and ±100 the full control effect
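Neuro2A cells in DMEM with 0.5% FBS, overnight at 37 deg C, given compound at single 50 µM final, then IGF (6 nM final) for 20 min at 37 deg C. Lysed; phospho-Akt Ser473 by HTRF after 24 h, 665/615 ratio.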
DRD3 antagonist = blocks the human D3 dopamine receptor; P35462; D3R cells, DiscoveRx beta-arrestin luminescence, antagonist mode; active compounds read low; max response, negative = inhibition, %; hit rate 2.5% among 360,000; in the data active means max response below about -50%; inconclusive means no clear call, values can overlap the other calls; further: on the % scale 0 is the no-effect control and ±100 the full control effect; mostly tested at two doses, the higher about 12 µM
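Cells expressing the human receptor were seeded at 1500 cells/well, incubated overnight at 37 degrees C in 5% CO2, then exposed to library compounds with dopamine controls for 90 minutes at 37 degrees C before luminescent detection.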
CCT chaperon mod = modulators of cytosolic chaperonin (CCT/TRiC) activity; purified chaperonin ATPase assay, HTRF ADP detection, 30 min; AID 651819; activity change, % (no concentration beside the values), hits read low; hit rate 0.3% among 360,000; in the data active means activity change below about -30%; further: on the % scale 0 is the no-effect control and ±100 the full control effect
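ATPase activity: ADP formed was measured by HTRF Transcreener (665/615 nm ratio) after 30 min at 37 deg C with 10 uM ATP. Compounds screened at one 76 uM concentration against 40 or 20 nM TRiC in Tris pH 7.4/KCl/MgCl2/DTT buffer.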
EPAC2 agonist = agonists of human EPAC2 (RAPGEF4); EPAC2 activation, biochemical qHTS; response scale: 100% = 6.5 mM cAMP response; Q8WZA2; hit rate 0.079% among 360,000; Potency, µM (titrated, usually from 154 µM), for inactives: at the highest dose activation, actives largely listed as activators; further: potency means the concentration at half of the fitted maximal effect; nearly all actives have a fitted effect of over 50% in size
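Fluorescence exchange assay: 100 nM EPAC2 with 250 nM RAP1B-BODIPY-GDP and 50 uM GDP; compounds tested as a concentration-titration series (qHTS). Loss of Rap1-bound BODIPY-GDP fluorescence read at 480/540 nm; data normalized to 6.5 mM cAMP.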
Starred values were filed as active, the others as inactive; i = inactive; ? = inconclusive; · = no result given; & = joins results of further samples; [ ] = another dose, or the depositor's remark. Unless noted, the call rests on the fitted dose curve; in most records, active means well fitted curve in the direction sought with a large enough effect; inconclusive means small, poorly fitted or top-dose-only effect, or another doubt; inactive means no such curve, though single readings can be large; an effect the other way counts as inactive or inconclusive.

mol,pAkt inh,EPAC2 antag,CCT chaperon mod,DRD3 antagonist,DRD3 agonist,MmCpn inh,EPAC2 agonist,PTHR1 ag
COC(=O)c1cccc(N(CC(=O)NCC2CCCO2)C(=O)CCC(=O)Nc2cc(C)on2)c1 (centres undefined),i,-5%,-8.0,8,21,2%,10%,i
Cc1cccc(C(=O)NCC(=O)N2CCN(S(=O)(=O)c3cc(C)ccc3C)CC2)c1,i,1%,-1.4,1,6,-1%,-6%,i
COCc1[nH][nH]c(=O)c1C=Nc1ccc(F)cc1F,i,7%,2.4,13,3,0%,-6%,-7%
COc1ccc(C(CNC(=O)COc2ccccc2C#N)N2CCOCC2)cc1 (centres undefined),i,-3%,-0.6,-12,2,-1%,-6%,-5%
Cc1nnsc1C(=O)N1CCC(C(=O)c2ccccc2)CC1,i,-2%,-0.6,-5,-3,-2%,9%,-22%
CC[C@]12c3[nH]c4cc(-c5ccco5)ccc4c3CCN1C(=O)[C@@H](CC(=O)NCCCn1ccnc1)C[C@@H]2C(=O)N1CCN(C(=O)c2ccco2)CC1,i,9%,-0.4,-17,-15,1%,-1%,i
Cc1nn(-c2ccccc2)c2nc(N)c(C#N)c(-c3ccc(F)cc3)c12,i,-1%,0.1,-19,-3,-18%,5%,-24%
O=C(Nc1cccc(C(=O)O)c1)/C(=C\c1ccco1)NC(=O)c1ccc(Br)o1,i,-1%,0.2,3,2,-3%,5%,-7%
Cc1cc(C)n(-c2c(F)c(F)c(CO)c(F)c2F)n1,i,-8%,-4.2,0,-14,·,-16%,4%
CN1CCN(CCOc2ccc(-c3ccccc3)cc2)CC1,i,-4%,0.0,-7,-18,-2%,4%,i
COc1cccc(/C=C2\SC(=S)N(CCCC(=O)Nc3cc(C)on3)C2=O)c1,i,10%,-3.7,-9,1,-3%,9%,-3%
CSc1cccc(Nc2ccc(S(=O)(=O)N3CCOCC3)cc2[N+](=O)[O-])c1,i,-6%,0.9,-2,1,1%,4%,0%
OCCC1CN(Cc2nc3ccc(F)cc3[nH]2)CCN1C1CCCC1 (centres undefined),i,-1%,1.8,0,1,1%,-18%,i
COc1cc(OC)cc(C2C(C#N)=C(N)Oc3n[nH]c(-c4cccnc4)c32)c1 (centres undefined),i,0%,1.2,-10,16,0%,0%,5%[57.5 µM]
CC(C)=CC(=O)Nc1c(C)cc(C)cc1Cl,i,8%,-4.9,3,-4,-2%,-1%,i

mol,pAkt inh,EPAC2 antag,CCT chaperon mod,DRD3 antagonist,DRD3 agonist,MmCpn inh,EPAC2 agonist,PTHR1 ag
CCOC(=O)C1CCN(CC(=O)Nc2c(C(=O)OC)[nH]c3cccc(Cl)c23)CC1,i,-13%,-2.0,9,0,1%,4%,-20%
Cc1cc(C)c(S(=O)(=O)c2ccccc2)c(=O)[nH]1,i,2%,-1.3,9,3,0%,5%,i
COc1ccc(Cc2nnc(SCC(=O)c3c(N)n(C4CC4)c(=O)[nH]c3=O)o2)cc1,i,-1%,-0.3,19,-1,-3%,2%,-24%
Cc1ccc(C(=O)N2CCCC(Nc3cccc(F)c3)C2)cc1N1CCNC1=O (centres undefined),i,10%,-4.5,-3,-2,-8%,12%,i
CS(=O)(=O)Nc1ccccc1-c1cccc2nccn12,i,1%,-4.3,2,2,·,10%,i
CCCC(C)NC(=O)c1cc(Cl)ccc1OC (centres undefined),i,5%,-5.2,14,-2,1%,5%,i
C[C@@H]1CN([C@H](C)CO)C(=O)c2cc(Br)cnc2O[C@H]1CN(C)Cc1ccccc1,i,6%,-1.8,-21,-4,·,4%,i
CCO/N=C1\C(=O)N(c2ccccc2)c2ccccc21,i,-8%,-6.9,0,0,0%,13%,-1%
COc1ccc(CNC(=O)Cn2nc(C)n3cccc3c2=O)cc1,i,12%,-0.7,-16,-6&7,-2%,6%,-26%
Cc1ccc(S(=O)(=O)N(C)C)cc1NC(=O)COc1ccccc1C(=O)Nc1ccccc1,i,9%,-2.7,21,5,-5%,4%,-12%
N#CC1C(=O)NC(=O)C(C#N)C12CCCC2 (centres undefined),i,1%,-0.7,17,6,·,-2%,-23%
Cc1cc(Nc2ccc(N3CCOCC3)cc2)c2cccc(C)c2n1,i,-4%,1.8,-20,-7,-1%,11%,-26%
COc1ccc(/C=N/NC(=O)c2ccc(COCC(F)(F)C(F)F)cc2)cc1,i,4%,-2.1,3,4,-2%,-15%,i
COc1ccccc1CNc1cc(CSc2ccc(Cl)cc2)nc(C)n1,i,-18%,-0.4,4,2,-2%,-8%,-26%
CCCCCCOc1ccc(/C=c2\s/c(=C(/C#N)C(=O)NCc3ccco3)n(-c3ccccc3)c2=O)cc1,i,2%,-1.5,16,-2,0%,-6%,-2%

mol,pAkt inh,EPAC2 antag,CCT chaperon mod,DRD3 antagonist,DRD3 agonist,MmCpn inh,EPAC2 agonist,PTHR1 ag
CC(=O)N1CCN(C2=NC(=O)C(=C3CCCCC3)S2)CC1,i,12%,-1.5,-25,-4,2%,1%,i
COCCN(C(=O)c1ccccc1Oc1ccccc1)c1c(N)n(CC(C)C)c(=O)[nH]c1=O,i,7%,0.3,-9,-2,-4%,13%,-43%[inhibitor]
COc1ccc(NC(=O)CSc2nnc(-c3ccccc3F)n2C2CC2)cc1S(N)(=O)=O,i,0%,-2.8,19,5,?,4%,i
Cc1c(N=C2Nc3cccc4cccc2c34)c(=O)n(-c2ccccc2)n1C,i,216%&52%[activator],-0.7&1.8,1&-19,-24&-20,-1%,-193%&-81%[inhibitor],i
O=C(CC1Sc2ccccc2NC1=O)Nc1cccnc1 (centres undefined),i,-4%,-2.2,28,4,0%,4%,i
Cc1ccc(S(=O)(=O)NNC(=O)c2cnn(-c3ccc(Cl)cc3)c2C(F)(F)F)cc1,i,-13%,-0.8,6,2,-2%,1%,-41%[inhibitor]
COc1ccccc1CNC(=O)COC(=O)c1ccc(C)c(S(=O)(=O)N2CCCCC2)c1,i,-3%,0.1,3,14,0%,0%,-16%
O=C(OCCNc1ncc(C(F)(F)F)cc1Cl)c1ccc(S(=O)(=O)N2CCOCC2)cc1,i,-17%,1.8,14,-14,1%,9%,-24%
CCn1c(SCC(=O)Nc2ccc3c(c2)c2ccccc2n3CC)nnc1-c1ccco1,i,2%,3.5,-15,-4,-1%,9%,-7%[57.5 µM]
CC(O)Cc1cn([C@@H](CCCCNC(=O)OC(C)(C)C)C(=O)N2CCN(C(=O)OC(C)(C)C)CC2)nn1 (some centres undefined),i,-11%,-1.1,1,2,·,8%,-8%
CCOc1ccc2nc(NC(=O)C34CC5CC(CC(NC(C)=O)(C5)C3)C4)sc2c1,i,-10%,-2.5,-14,-1,-5%,10%,-39%[inhibitor]
CCCCC(=O)Nc1nc(C)c(-c2csc(Nc3ccccc3OC)n2)s1,i,15%,-1.6,1,1,?,4%,19%
Cc1ccc(NC(C#N)c2ccccc2OCc2ccccc2)cc1 (centres undefined),i,-6%,-1.7,-12,-1,-2%,-4%,i
COc1cc(NS(=O)(=O)c2ccc(NS(=O)(=O)c3ccc(NC(C)=O)cc3)cc2)nc(OC)n1,i,24%,1.5,2,2,1%,1%,-15%
Cc1ccc2c(C)c(C(=O)N3CCN(Cc4ccc5c(c4)OCO5)CC3)oc2c1C,i,-16%,-1.0,?,-28,-1%,-8%,0%

mol,pAkt inh,EPAC2 antag,CCT chaperon mod,DRD3 antagonist,DRD3 agonist,MmCpn inh,EPAC2 agonist,PTHR1 ag
COc1cccc(C(=O)Nc2c3c(nn2-c2ccccc2C)CS(=O)C3)c1OC (centres undefined),i,-2%,0.7,33,-1,4%,0%,-2%[57.5 µM]
CCCNC(=O)C[C@@H]1C[C@@H]2c3cc(NS(=O)(=O)c4ccc(OC)cc4)ccc3O[C@@H]2[C@@H](CO)O1,i,-10%,-0.2,-20,-6,·,1%,15%
N#CC(Cc1ccccc1)(Cc1ccccc1)C(=O)NN,i,5%,-4.3,-3,-3,-6%,5%,i
CCOC(=O)c1cc2ccccc2n1CCN(CC)CC,i,8%,-0.8,?,-17,0%,1%,-19%[57.5 µM]
C=CCN=C1CC(C)(C)CC(=O)/C1=C(\O)c1ccccc1,i,0%,-2.3,16,-2,1%,1%,-1%[57.5 µM]
N#Cc1c(-c2ccccc2)nc2n1CCS2,i,2%,0.3,-22,-12,0%,-3%,i
COc1ccc(CC(N)c2csc(Nc3ccc(C(=O)c4ccccc4)cc3)n2)cc1 (centres undefined),i,6%,-0.5,-21,2,·,11%,i
CN(C)C(=O)CCc1ccc2c3c([nH]c2c1)[C@]1(C)[C@@H](C(=O)N2CCCCC2)C[C@H](CC(=O)NCCc2ccccn2)C(=O)N1CC3,i,?,-2.9,7,0,-1%,9%,i
CCOc1cc(/C=C2\C(=N)N3N=C(S(=O)(=O)CC)SC3=NC2=O)ccc1OC(=O)c1ccco1,·,?,0.1,-1,8,2%,-11%,-4%
COc1cc(-c2cnc3c(NC=O)cc(-c4cccnc4)cn23)cc(OC)c1OC,i,14%,-2.8,9,0,·,3%,i
C[C@H]1CN([C@@H](C)CO)C(=O)Cc2cc(NC(=O)Nc3ccccc3)ccc2O[C@H]1CN(C)Cc1ccccc1,i,0%,0.6,-17,10,·,11%,i
CCOC(=O)CC(S(=O)(=O)c1ccccc1)S(=O)(=O)c1ccccc1,i,9%,-2.3,-95*,-13,·,6%,-57%[inhibitor]
O=C(NCCC(=O)N1CCN(c2ccccn2)CC1)c1ccc(Br)cc1,i,3%,-2.2,0,-17,0%,9%,i
Nc1nc(SCc2ccc(Cl)cc2Cl)ns1,i,-6%,7.4,-21,6,0%,0%,1%[57.5 µM]
COc1ccc(-c2csc(NC(=O)COc3ccc(N(C)S(=O)(=O)c4ccc(C)cc4)cc3)n2)cc1,i,-1%,0.5,1,2,-8%,-2%,-15%
NC(=O)SCC(=O)Nc1ccc(Cl)cc1,i,6%,2.5,-53*,-11,-4%,3%,i
COc1ccc(C(=O)/C=C/c2ccc(OC)c(O)c2)c(F)c1,i,-10%,-4.4,?,-15,-5%,7%,-31%[inhibitor]

Only part of the results is shown; rates above refer to the full screens.
